Screens from PubChem.
Rab7 wt modul: modulators of GTP binding to dog Rab7 wildtype GTPase; GST-Rab7 beads, fluorescent GTP binding, flow cytometry; actives lie on both sides; untreated = 100%, excess cold GTP = 0%; GTP binding activity (percent of control), % at 10 µM; hit rate 0.055% among 190,000;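 active = fluorescent GTP binding to Rab7 beads changed by at least 20 points from the 100% baseline, either direction, mostly lower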;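 note: median green fluorescence of bound Bodipy-FL-GTP per Rab7 bead population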
Bfl-1 Bim block: inhibitors of Bim-Bfl-1 interaction, human | Q16548 | Bead-based flow cytometry, Bim-Bfl-1 binding inhibition | inhibition, % at 10 µM | hit rate 0.12% among 190,000;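 note: 0% = wells without compound plus tracer and 100% = blocker peptide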
Rac1 mut GTP: alters GTP binding to activated mutant human Rac1; P63000; GST-Rac1 activated beads, fluorescent GTP binding, flow cytometry; actives lie on both sides; 100% means binding = to untreated wells; percent activity (GTP binding), % at 10 µM; hit rate 0.11% among 190,000;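 active = GTP binding at least 20 percentage points away from the 100% baseline, in either direction, so actives lie on both sides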
HRas wt GTP: changes GTP binding to wildtype human HRas | P01112 | GST-Ras wt beads, Bodipy-FL-GTP binding, flow cytometry; actives lie on both sides | GTP binding activity, % at 10 µM | hit rate 0.14% among 190,000 | AID 759;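 active = GTP binding activity at least 20% away from the 100% baseline, either lowered as inhibitor or raised as activator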;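 note: 0% = unlabeled GTP competition control and 100% = no-compound control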
Target sequence (P01112 whole entry, looked up): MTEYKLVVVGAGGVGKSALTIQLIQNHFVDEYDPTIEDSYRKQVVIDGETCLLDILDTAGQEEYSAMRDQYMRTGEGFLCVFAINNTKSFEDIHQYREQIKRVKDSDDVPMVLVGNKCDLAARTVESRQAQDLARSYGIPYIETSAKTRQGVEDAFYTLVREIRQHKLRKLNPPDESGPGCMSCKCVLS
Rac1 wt GTP bind: alters GTP binding to wildtype human Rac1 | GTP binding activity (% of control), % at 10 µM | P63000 | GST-Rac1 beads, fluorescent GTP binding, flow cytometry; actives lie on both sides; 0 = cold GTP competed, 100 = untreated | hit rate 0.27% among 190,000 | AID 757;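 active = GTP binding activity at least 20 points away from the 100% control level, either lower or higher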
Cdc42 wt: human Cdc42 wildtype GTP binding change, either direction | hit rate 0.2% among 190,000 | AID 761 | GST-Cdc42 beads, Bodipy-GTP binding, flow cytometry; actives lie on both sides | P60953 | percent activity (GTP binding), % at 10 µM;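 active = percent activity GTP binding at least 20 points away from the 100% baseline, either down as inhibitor or up as activator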;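 note: median bead fluorescence of bound Bodipy-FL-GTP at 100 nM; 0% = excess unlabeled GTP control and 100% = no compound control; below 100% means less GTP binding so inhibitor and above means activator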
Bcl-XL Bim block: disrupts Bim peptide binding to human Bcl-XL | hit rate 0.04% among 190,000 | AID 1007 | inhibition, % at 10 µM | Q07817 | bead flow cytometry, fluorescence
Target sequence (Q07817 whole entry, looked up): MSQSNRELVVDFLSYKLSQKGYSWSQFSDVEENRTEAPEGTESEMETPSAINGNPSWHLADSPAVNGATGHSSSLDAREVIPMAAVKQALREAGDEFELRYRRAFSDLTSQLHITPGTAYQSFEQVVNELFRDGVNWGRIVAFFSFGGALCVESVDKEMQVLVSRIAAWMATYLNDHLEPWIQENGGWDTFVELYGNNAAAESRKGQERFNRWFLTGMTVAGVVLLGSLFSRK
Rab2A wt mod: changes GTP binding to wildtype dog Rab2A, up or down. hit rate 0.19% among 190,000. GTP binding activity, % at 10 µM. AID 760. GST-Rab2 wt beads, Bodipy-GTP binding, flow cytometry;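 active = GTP binding activity at least 20 points away from 100%, either lowered or raised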;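 note: 0% = beads with excess unlabeled GTP and 100% = no-compound control corrected for plate trend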
Bim-Bcl-W: inhibitors of Bim-Bcl-W interaction, human. Q92843. bead-based flow cytometry, Bim peptide-Bcl-W binding. inhibition, % at 10 µM. hit rate 0.02% among 190,000;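 note: 0% = bound tracer without compound and 100% = peptide blocker; higher means less fluorescent Bim peptide bound to Bcl-W beads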
Target sequence (Q92843 whole entry, looked up): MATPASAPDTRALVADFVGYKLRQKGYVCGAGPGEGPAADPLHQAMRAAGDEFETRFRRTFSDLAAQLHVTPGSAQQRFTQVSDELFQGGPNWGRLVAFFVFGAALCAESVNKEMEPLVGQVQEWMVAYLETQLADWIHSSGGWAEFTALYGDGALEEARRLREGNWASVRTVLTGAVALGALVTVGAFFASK
Bim-Bcl-2: disrupts Bim peptide binding to human Bcl-2; Bead-based flow cytometry, Bim peptide-Bcl-2 binding; inhibition, % at 10 µM; hit rate 0.06% among 190,000; P10415; in the data active = inhibition above about 40%;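 note: 0% = no compound wells with probe peptide and 100% = reference peptide inhibitor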
Target sequence (P10415 whole entry, looked up): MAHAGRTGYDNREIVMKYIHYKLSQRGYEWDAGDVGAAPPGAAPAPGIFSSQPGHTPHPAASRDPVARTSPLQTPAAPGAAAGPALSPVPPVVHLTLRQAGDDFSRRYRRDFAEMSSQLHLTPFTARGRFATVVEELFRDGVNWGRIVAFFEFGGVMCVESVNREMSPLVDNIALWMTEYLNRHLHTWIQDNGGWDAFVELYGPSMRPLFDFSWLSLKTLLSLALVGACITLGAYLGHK
Bim-Bcl-B: inhibitors of Bim-Bcl-B interaction, human; Q9HD36; bead-based flow cytometry, Bim peptide-Bcl-B binding; inhibition, % at 10 µM; hit rate 0.073% among 190,000; AID 951;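 note: 0% = tracer peptide without compound and 100% = reference inhibitor peptide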
Target sequence (Q9HD36 whole entry, looked up): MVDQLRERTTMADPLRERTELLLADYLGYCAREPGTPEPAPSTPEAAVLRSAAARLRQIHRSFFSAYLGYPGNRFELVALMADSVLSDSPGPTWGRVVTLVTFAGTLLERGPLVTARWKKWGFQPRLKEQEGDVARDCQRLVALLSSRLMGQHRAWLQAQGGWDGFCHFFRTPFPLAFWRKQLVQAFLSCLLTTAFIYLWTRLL
* hit, by the source's call. Cut-off read from the data, not from the text of the source, unless noted: active = inhibition above about 40%.

Results for O=C(CN=C1NS(=O)(=O)c2ccccc21)OCC(=O)c1cc(F)ccc1F ?
Rab7 wt modul: 103; Bfl-1 Bim block: -1; Rac1 mut GTP: 98; HRas wt GTP: 97; Rac1 wt GTP bind: 99; Cdc42 wt: 98; Bcl-XL Bim block: -2; Rab2A wt mod: 100; Bim-Bcl-W: 0; Bim-Bcl-2: -2; Bim-Bcl-B: 0

How did COCCn1c(SCC(=O)Nc2sccc2C(N)=O)nnc1-c1ccncc1 do in these assays?
Rab7 wt modul: 98; Bfl-1 Bim block: 0; Rac1 mut GTP: 96; HRas wt GTP: 95; Rac1 wt GTP bind: 97; Cdc42 wt: 100; Bcl-XL Bim block: -1; Rab2A wt mod: 96; Bim-Bcl-W: -3; Bim-Bcl-2: -1; Bim-Bcl-B: -6

Results for Cc1ccc(/C=C2\SC(=S)N(CCCC(=O)Nc3nccs3)C2=O)cc1 ?
Rab7 wt modul: 100; Bfl-1 Bim block: -8; Rac1 mut GTP: 98; HRas wt GTP: 95; Rac1 wt GTP bind: 100; Cdc42 wt: 97; Bcl-XL Bim block: -9; Rab2A wt mod: 97; Bim-Bcl-W: -4; Bim-Bcl-2: -6; Bim-Bcl-B: -9

How did C=CCNC(=S)N/N=C/c1ccc(C)c([N+](=O)[O-])c1 do in these assays?
Rab7 wt modul: 104; Bfl-1 Bim block: -3; Rac1 mut GTP: 102; HRas wt GTP: 101; Rac1 wt GTP bind: 105; Cdc42 wt: 104; Bcl-XL Bim block: -9; Rab2A wt mod: 103; Bim-Bcl-W: -2; Bim-Bcl-2: -5; Bim-Bcl-B: -6

How did CCCC(NC(=O)CNC(=O)C(C)(C)C)C(=O)O (stereo not given) do in these assays?
Rab7 wt modul: 98; Bfl-1 Bim block: -12; Rac1 mut GTP: 100; HRas wt GTP: 101; Rac1 wt GTP bind: 106; Cdc42 wt: 102; Bcl-XL Bim block: -3; Rab2A wt mod: 100; Bim-Bcl-W: -1; Bim-Bcl-2: -6; Bim-Bcl-B: -6

What do the screens show for `COc1ccc(OC)c(Cc2nnc(CCC(=O)N3CCC(N4CCCCC4)CC3)o2)c1`?
Rab7 wt modul: 106; Bfl-1 Bim block: -2; Rac1 mut GTP: 96; HRas wt GTP: 100; Rac1 wt GTP bind: 107; Cdc42 wt: 102; Bcl-XL Bim block: -2; Rab2A wt mod: 99; Bim-Bcl-W: 0; Bim-Bcl-2: -5; Bim-Bcl-B: -2

How did CCOC(=O)c1sc(=S)n(C)c1NC(=O)c1ccccc1C do in these assays?
Rab7 wt modul: 100; Bfl-1 Bim block: 14; Rac1 mut GTP: 97; HRas wt GTP: 98; Rac1 wt GTP bind: 100; Cdc42 wt: 103; Bcl-XL Bim block: -11; Rab2A wt mod: 99; Bim-Bcl-W: -4; Bim-Bcl-2: -3; Bim-Bcl-B: -60

What do the screens show for `CCn1nccc1C(=O)Nc1ccc(Cl)c(Cl)c1`?
Rab7 wt modul: 97; Bfl-1 Bim block: 0; Rac1 mut GTP: 100; HRas wt GTP: 104; Rac1 wt GTP bind: 105; Cdc42 wt: 102; Bcl-XL Bim block: 0; Rab2A wt mod: 102; Bim-Bcl-W: 0; Bim-Bcl-2: 1; Bim-Bcl-B: 0

How did COCCn1c(C)cc(C(=O)CSc2nnc3ccccn23)c1C do in these assays?
Rab7 wt modul: 98; Bfl-1 Bim block: -11; Rac1 mut GTP: 97; HRas wt GTP: 100; Rac1 wt GTP bind: 104; Cdc42 wt: 102; Bcl-XL Bim block: -2; Rab2A wt mod: 102; Bim-Bcl-W: 0; Bim-Bcl-2: -6; Bim-Bcl-B: -3

What do the screens show for `COc1cc2[nH]c(=S)n(N(C(C)=O)C(C)=O)c(=O)c2cc1OC`?
Rab7 wt modul: 100; Bfl-1 Bim block: 3; Rac1 mut GTP: 99; HRas wt GTP: 103; Rac1 wt GTP bind: 100; Cdc42 wt: 103; Bcl-XL Bim block: 0; Rab2A wt mod: 103; Bim-Bcl-W: 0; Bim-Bcl-2: 0; Bim-Bcl-B: -10

What do the screens show for `Cc1ccc2c(c1)N(CC(=O)N1CCc3ccccc3C1)C(=O)CO2`?
Rab7 wt modul: 98; Bfl-1 Bim block: -5; Rac1 mut GTP: 100; HRas wt GTP: 100; Rac1 wt GTP bind: 103; Cdc42 wt: 102; Bcl-XL Bim block: -15; Rab2A wt mod: 101; Bim-Bcl-W: -4; Bim-Bcl-2: -4; Bim-Bcl-B: -7

What do the screens show for `O=C(NCc1ccccc1F)C1CCCN1C(=O)NC1CCCCC1` (stereo not given)?
Rab7 wt modul: 98; Bfl-1 Bim block: -1; Rac1 mut GTP: 100; HRas wt GTP: 101; Rac1 wt GTP bind: 107; Cdc42 wt: 100; Bcl-XL Bim block: -6; Rab2A wt mod: 98; Bim-Bcl-W: -2; Bim-Bcl-2: 0; Bim-Bcl-B: -9

How did O=C(NC(NC(=S)Nc1cccc(Cl)c1)C(Cl)(Cl)Cl)OCc1ccccc1 (stereo not given) do in these assays?
Rab7 wt modul: 97; Bfl-1 Bim block: -17; Rac1 mut GTP: 98; HRas wt GTP: 99; Rac1 wt GTP bind: 103; Cdc42 wt: 97; Bcl-XL Bim block: -7; Rab2A wt mod: 99; Bim-Bcl-W: -6; Bim-Bcl-2: -11; Bim-Bcl-B: -12

How did O=C1C2CC=C(Cl)CC2C(=O)N1CCc1ccccc1 (stereo not given) do in these assays?
Rab7 wt modul: 97; Bfl-1 Bim block: -12; Rac1 mut GTP: 98; HRas wt GTP: 98; Rac1 wt GTP bind: 100; Cdc42 wt: 99; Bcl-XL Bim block: 0; Rab2A wt mod: 98; Bim-Bcl-W: -1; Bim-Bcl-2: -9; Bim-Bcl-B: -6

How did O=C(NCc1ccc(F)cc1F)c1cc(COc2c(F)cccc2F)on1 do in these assays?
Rab7 wt modul: 103; Bfl-1 Bim block: 0; Rac1 mut GTP: 92; HRas wt GTP: 96; Rac1 wt GTP bind: 98; Cdc42 wt: 95; Bcl-XL Bim block: 4; Rab2A wt mod: 96; Bim-Bcl-W: -1; Bim-Bcl-2: -1; Bim-Bcl-B: 0

How did Cc1cc(NC(=O)C2CCCN2C(=O)Nc2cccc(Cl)c2)ccc1-n1cnnn1 (stereo not given) do in these assays?
Rab7 wt modul: 95; Bfl-1 Bim block: -2; Rac1 mut GTP: 93; HRas wt GTP: 92; Rac1 wt GTP bind: 94; Cdc42 wt: 95; Bcl-XL Bim block: -1; Rab2A wt mod: 95; Bim-Bcl-W: 1; Bim-Bcl-2: 0; Bim-Bcl-B: -2

Results for N#Cc1ccc(-c2csc(NC3=NCCCCC3)n2)cc1 ?
Rab7 wt modul: 100; Bfl-1 Bim block: -3; Rac1 mut GTP: 97; HRas wt GTP: 100; Rac1 wt GTP bind: 98; Cdc42 wt: 97; Bcl-XL Bim block: 0; Rab2A wt mod: 100; Bim-Bcl-W: 1; Bim-Bcl-2: -4; Bim-Bcl-B: -1

What do the screens show for `CCCNS(=O)(=O)c1ccc(CCC(=O)N2CCC(C)CC2)cc1`?
Rab7 wt modul: 99; Bfl-1 Bim block: -15; Rac1 mut GTP: 96; HRas wt GTP: 99; Rac1 wt GTP bind: 107; Cdc42 wt: 103; Bcl-XL Bim block: -6; Rab2A wt mod: 100; Bim-Bcl-W: -2; Bim-Bcl-2: -11; Bim-Bcl-B: -11

Results for C/C(=N\NC(=O)c1ccc(C)cc1C)c1ccc2c(c1)OCO2 ?
Rab7 wt modul: 96; Bfl-1 Bim block: -5; Rac1 mut GTP: 102; HRas wt GTP: 97; Rac1 wt GTP bind: 100; Cdc42 wt: 100; Bcl-XL Bim block: -4; Rab2A wt mod: 98; Bim-Bcl-W: -4; Bim-Bcl-2: -6; Bim-Bcl-B: -6

How did Cc1cccc(Nc2ncnc(N)c2[N+](=O)[O-])n1 do in these assays?
Rab7 wt modul: 105; Bfl-1 Bim block: -5; Rac1 mut GTP: 95; HRas wt GTP: 99; Rac1 wt GTP bind: 96; Cdc42 wt: 96; Bcl-XL Bim block: -1; Rab2A wt mod: 100; Bim-Bcl-W: -1; Bim-Bcl-2: -3; Bim-Bcl-B: -3

What do the screens show for `COc1ccc(OC)c(N2Cc3ccccc3C2)c1`?
Rab7 wt modul: 101; Bfl-1 Bim block: 1; Rac1 mut GTP: 95; HRas wt GTP: 100; Rac1 wt GTP bind: 102; Cdc42 wt: 99; Bcl-XL Bim block: -3; Rab2A wt mod: 103; Bim-Bcl-W: -1; Bim-Bcl-2: 7; Bim-Bcl-B: -7

Results for O=[N+]([O-])c1ccc(O)c(/C=N/Nc2nc3ccccc3[nH]2)c1 ?
Rab7 wt modul: 98; Bfl-1 Bim block: -1; Rac1 mut GTP: 99; HRas wt GTP: 101; Rac1 wt GTP bind: 103; Cdc42 wt: 100; Bcl-XL Bim block: -5; Rab2A wt mod: 99; Bim-Bcl-W: -4; Bim-Bcl-2: 0; Bim-Bcl-B: -3

Results for COc1ccccc1CNC(=O)C1CCCN1S(=O)(=O)c1cccc2cccnc12 (stereo not given) ?
Rab7 wt modul: 101; Bfl-1 Bim block: -13; Rac1 mut GTP: 103; HRas wt GTP: 104; Rac1 wt GTP bind: 108; Cdc42 wt: 109; Bcl-XL Bim block: -5; Rab2A wt mod: 104; Bim-Bcl-W: -4; Bim-Bcl-2: -10; Bim-Bcl-B: -7

How did O=C(O)COc1ccc(/C=N/n2c(COc3ccccc3)nc3ccccc3c2=O)cc1 do in these assays?
Rab7 wt modul: 101; Bfl-1 Bim block: -9; Rac1 mut GTP: 100; HRas wt GTP: 100; Rac1 wt GTP bind: 104; Cdc42 wt: 104; Bcl-XL Bim block: -6; Rab2A wt mod: 100; Bim-Bcl-W: -4; Bim-Bcl-2: -4; Bim-Bcl-B: -9

How did CC(C)N(C)CCOC(=O)c1ccccc1Cl do in these assays?
Rab7 wt modul: 97; Bfl-1 Bim block: 0; Rac1 mut GTP: 97; HRas wt GTP: 98; Rac1 wt GTP bind: 102; Cdc42 wt: 97; Bcl-XL Bim block: -6; Rab2A wt mod: 97; Bim-Bcl-W: 0; Bim-Bcl-2: -2; Bim-Bcl-B: -5

How did CCC(=O)c1ccc(OCC(O)CN2CCN(C(c3ccccc3)c3ccccc3)CC2)cc1 (stereo not given) do in these assays?
Rab7 wt modul: 94; Bfl-1 Bim block: -3; Rac1 mut GTP: 97; HRas wt GTP: 98; Rac1 wt GTP bind: 97; Cdc42 wt: 99; Bcl-XL Bim block: -3; Rab2A wt mod: 95; Bim-Bcl-W: -7; Bim-Bcl-2: -4; Bim-Bcl-B: 0

An excerpt of the results above, for reference:
Results for N#Cc1ccc(-c2csc(NC3=NCCCCC3)n2)cc1 ?
Rab7 wt modul: 100; Bfl-1 Bim block: -3; Rac1 mut GTP: 97; HRas wt GTP: 100; Rac1 wt GTP bind: 98; Cdc42 wt: 97; Bcl-XL Bim block: 0; Rab2A wt mod: 100; Bim-Bcl-W: 1; Bim-Bcl-2: -4; Bim-Bcl-B: -1

What do the screens show for `CCCNS(=O)(=O)c1ccc(CCC(=O)N2CCC(C)CC2)cc1`?
Rab7 wt modul: 99; Bfl-1 Bim block: -15; Rac1 mut GTP: 96; HRas wt GTP: 99; Rac1 wt GTP bind: 107; Cdc42 wt: 103; Bcl-XL Bim block: -6; Rab2A wt mod: 100; Bim-Bcl-W: -2; Bim-Bcl-2: -11; Bim-Bcl-B: -11

Random draw from the library; any-hit rate near 0.62%.
